ssDAF12 agonist = activates DAF-12 receptor from parasite S. stercoralis | activation, % at 6.8 µM | hit rate 1% among 370,000 | HEK293 ssDAF-12/GRIP1 lit1-tk-luc reporter, luminescence; % of 3 µM dafachronic acid response;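 active = activation above the mean over all tested compounds plus 3 SD, cut at about 0.9% in these data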;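 also: 0% = DMSO-only wells and 100% = 3 µM delta7-dafachronic acid wells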
DAX1 inh-1 = DAX1 (NR0B1) inhibition, primary screen. inhibition, % at 6.8 µM. AID 652010. hit rate 1.1% among 370,000. HEK293T StAR-luciferase reporter, SF-1/DAX-1 repression relief;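 active = inhibition above the mean over all tested compounds plus 3 SD, cut at about 3.6% in these data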;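 also: 0% = DAX-1 cells with DMSO and 100% = cells lacking DAX-1 with DMSO; higher inhibition means more luminescence from relief of DAX-1 repression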
DAX1 inh-2 = inhibitors of human orphan nuclear receptor DAX1 (NR0B1) | HEK293 Gal4-DAX1 luciferase reporter, luminescence | inhibition, % at 6.75 µM | hit rate 0.99% among 340,000 | AID 504766;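 active = inhibition above the mean over all tested compounds plus 3 SD, cut at about 4.2% in these data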;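 also: 0% = DAX1-transfected cells with DMSO and 100% = empty-vector control cells with DMSO; inhibition shows as a rise in luminescence from relieved DAX1 repression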
hcDAF-12 act = activates DAF-12 receptor from parasite H. contortus. hit rate 1.4% among 370,000. HEK293 hcDAF-12 lit1-tk-luc reporter, luminescence; 0% DMSO, 100% Δ7-dafachronic acid. activation, % at 6.8 µM;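 active = activation above the mean of all tested compounds plus 3 SD, cut at about 5.5% in these data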;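 also: 100% = response to 3 µM Δ7-dafachronic acid high control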
proKLK7 act = proKLK7 (human) activation, primary screen; P49862; purified proKLK7, EDANS-DABCYL substrate fluorescence; 100% is mature enzyme control, 0% vehicle; activation, % at 7 µM; hit rate 0.9% among 370,000; AID 652039;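 active = activation above the mean of all tested compounds plus 3 SD, computed per campaign excluding outliers beyond control limits, cut at about 13% in these data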
NPR2 activator = GC-B (human) receptor activation | P20594 | activation, % at 10 µM | HEK293-GC-B cells, CNP EC30, cGMP TR-FRET; 0% at EC30 CNP, 100% saturating CNP | AID 1920062 | hit rate 0.11% among 370,000;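 active = activation at 10 µM reaching about 35% in either raw or pattern-adjusted values, limit read from the data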
Target sequence (P20594 whole entry, looked up): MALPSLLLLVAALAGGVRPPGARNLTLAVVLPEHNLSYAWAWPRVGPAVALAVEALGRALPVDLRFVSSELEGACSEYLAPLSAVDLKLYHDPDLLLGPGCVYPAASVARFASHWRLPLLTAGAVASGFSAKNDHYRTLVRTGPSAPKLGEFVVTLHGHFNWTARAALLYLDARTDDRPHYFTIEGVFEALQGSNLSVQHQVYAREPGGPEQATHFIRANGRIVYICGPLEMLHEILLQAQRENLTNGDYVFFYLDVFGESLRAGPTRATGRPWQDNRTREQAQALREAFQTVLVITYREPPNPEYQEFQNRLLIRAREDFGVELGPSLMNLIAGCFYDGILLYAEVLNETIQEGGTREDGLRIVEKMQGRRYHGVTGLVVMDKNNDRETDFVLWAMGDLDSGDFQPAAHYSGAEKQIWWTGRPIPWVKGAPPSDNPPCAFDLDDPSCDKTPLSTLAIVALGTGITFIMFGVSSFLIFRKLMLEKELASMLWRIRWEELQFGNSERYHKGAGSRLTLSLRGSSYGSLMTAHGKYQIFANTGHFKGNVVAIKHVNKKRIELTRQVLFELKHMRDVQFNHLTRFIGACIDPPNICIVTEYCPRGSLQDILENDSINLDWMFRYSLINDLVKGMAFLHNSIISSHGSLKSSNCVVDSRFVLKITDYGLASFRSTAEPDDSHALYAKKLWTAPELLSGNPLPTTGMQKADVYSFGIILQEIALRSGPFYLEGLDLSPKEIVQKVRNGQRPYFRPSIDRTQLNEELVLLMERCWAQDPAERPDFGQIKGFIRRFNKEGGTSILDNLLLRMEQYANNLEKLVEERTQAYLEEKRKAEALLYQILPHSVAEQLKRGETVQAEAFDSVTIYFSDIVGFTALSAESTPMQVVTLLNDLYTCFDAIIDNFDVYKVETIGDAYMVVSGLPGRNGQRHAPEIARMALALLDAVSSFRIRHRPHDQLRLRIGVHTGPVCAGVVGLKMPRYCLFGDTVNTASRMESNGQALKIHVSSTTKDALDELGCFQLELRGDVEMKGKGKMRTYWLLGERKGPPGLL
HGIII-sPLA2 inh = Inhibits HGIII-sPLA2 liposome hydrolysis, primary screen; hit rate 0.56% among 370,000; QFRET BODIPY PC-A2 liposome hydrolysis, fluorescence; Q9NZ20; inhibition, % at 12.2 µM;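 active = inhibition above mean plus 3 SD of compounds lying within the high and low control bounds, cut at about 19% in these data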;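 also: 0% = median of test compound wells and 100% = no enzyme DMSO wells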
hgDAF-12 ag = hgDAF-12 agonism, primary luciferase screen; HEK293 GAL4-hgDAF12 UAS-luciferase reporter, agonist luminescence; normalized to butyrate control; activation, % at 6.8 µM; hit rate 1.8% among 370,000;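 active = activation above a cutoff set at the mean of all screened compounds plus 3 SD, cut at about 10% in these data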;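 also: 0% = DMSO wells and 100% = sodium butyrate wells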
SMARCA2 activ = increases SMARCA2 function in MMTV reporter cells; MG213 cells, MMTV-luciferase reporter, dexamethasone, overnight; activation, % at 9.1 µM; hit rate 1% among 370,000; in the data active = activation above about 7.8%;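 also: 0% = vehicle wells and 100% = reference activator wells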
GAA850 FXN act = frataxin GAA850 promoter activation; HEK293 lucGAA850 FXN promoter luciferase reporter, 24 h; percent of 10 µM SAHA response; activation, % at 6 µM; hit rate 0.56% among 360,000;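 active = activation above the average of all compounds screened plus 3 SD, cutoff fixed separately per campaign, cut at about 7.5% in these data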;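 also: 0% = DMSO wells and 100% = 10 µM SAHA wells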
NPR1 activator = GC-A (human) enzyme activation; hit rate 0.14% among 370,000; AID 1671463; activation, % at 10 µM; HEK293 GC-A cells, cGMP TR-FRET, EC30 ANP; 0% at EC30 ANP, 100% saturating ANP; P16066; in the data active = activation above about 40%
Active calls of the source: *; · = no result given. An unsorted share of the library. About 6.7% of those tested had a hit in this group.

SMILES,ssDAF12 agonist,DAX1 inh-1,DAX1 inh-2,hcDAF-12 act,proKLK7 act,NPR2 activator,HGIII-sPLA2 inh,hgDAF-12 ag,SMARCA2 activ,GAA850 FXN act,NPR1 activator
CCN(CC)C(=O)CS(=O)CC(=O)Nc1cc(OCCOC)c(Cl)cc1Cl (configuration not stated),-1.3,-0.2,0.8,-0.6,-0.8,-1,-9,-1.7,2,1.0,0
Cc1ccc(Cl)cc1N1CCN(C(=O)CCC(=O)O)CC1,-0.8,-0.1,1.2,-0.4,0.4,4,5,-1.8,1,-1.1,8
COCCCN1C(=O)c2[nH]nc(-c3cc(C)cc(C)c3O)c2C1c1ccc(O)c(OC)c1 (configuration not stated),-1.9,0.6,-1.3,-1.5,-0.7,0,-35,-3.0,-3,5.7,-5
O=C(NC(=S)Nc1ccc(S(=O)(=O)Nc2nccs2)cc1)c1cccnc1,-1.0,0.9,0.4,-1.1,-0.3,6,2,-1.1,-2,4.3,-3
COCCn1c(SCC(=O)c2c(-c3ccccc3)n(C)c3ccccc23)nnc1-c1ccncc1,-1.1,0.0,0.1,-2.1,0.4,-4,-7,-1.9,-2,2.8,-15
COc1ccc(CCNC(=O)CSc2ccc(-c3ccco3)nn2)cc1,-1.0,-1.4,-0.7,-0.1,0.5,0,-5,-0.3,-2,0.0,3
NC(=O)c1ccc(NC(=O)COc2cccc3ccccc23)cc1,-1.3,0.1,0.8,-0.5,0.4,-3,-4,-2.6,-4,-1.7,-1
Cc1cccn2c(=O)c(C=C(C#N)C#N)c(N3CCN(c4ccccc4)CC3)nc12,-0.3,0.0,0.8,1.4,-0.4,-1,2,5.8,0,1.4,-5
COc1ccc(CN2c3ccccc3C(=O)CS2(=O)=O)cc1OC,-1.2,0.6,·,-0.5,0.1,-5,-59,-2.0,1,·,-1
CCn1nc(C(=O)Nc2ccc(S(=O)(=O)Nc3ncccn3)cc2)c2ccccc2c1=O,-1.6,2.1,0.6,-0.8,-0.4,-5,-1,-1.3,-1,-0.2,1
CCOc1ccccc1C(=O)NCCCN1CCN(CCCNC(=O)c2ccccc2OCC)CC1,-1.5,-0.7,-0.7,0.3,-0.6,2,5,0.9,-3,-0.4,-4
CC(C)NC(=O)C1CC(=O)N(CCc2ccc(F)cc2)C1 (configuration not stated),-1.3,-0.7,-0.6,-1.6,0.3,-1,7,-0.4,3,0.4,2
CCOC(CNC(=O)CCc1c(C)nc2nc(C)nn2c1C)OCC,-0.9,0.9,0.5,-0.6,-0.4,-4,2,-0.1,-1,-0.9,2
C=CCOc1ccc(Oc2cc(C)nc(SC)n2)nn1,-0.8,-1.0,1.1,0.8,0.7,2,2,-3.7,4,0.6,3
COc1ccc(-c2cc(-c3cccs3)nc3sc(C#N)c(N)c23)cc1,-0.1,-0.7,2.4,2.5,-4.1,-1,1,1.4,-2,2.6,10
Cc1cc(C)nc(/N=C(\N)N2CCc3ccccc32)n1,-1.0,1.4,0.8,1.2,0.0,0,2,11*,6,6.0,3

A section from the list above, as a working copy:
SMILES,ssDAF12 agonist,DAX1 inh-1,DAX1 inh-2,hcDAF-12 act,proKLK7 act,NPR2 activator,HGIII-sPLA2 inh,hgDAF-12 ag,SMARCA2 activ,GAA850 FXN act,NPR1 activator
CCN(CC)C(=O)CS(=O)CC(=O)Nc1cc(OCCOC)c(Cl)cc1Cl (configuration not stated),-1.3,-0.2,0.8,-0.6,-0.8,-1,-9,-1.7,2,1.0,0
Cc1ccc(Cl)cc1N1CCN(C(=O)CCC(=O)O)CC1,-0.8,-0.1,1.2,-0.4,0.4,4,5,-1.8,1,-1.1,8

The listing continues:
SMILES,ssDAF12 agonist,DAX1 inh-1,DAX1 inh-2,hcDAF-12 act,proKLK7 act,NPR2 activator,HGIII-sPLA2 inh,hgDAF-12 ag,SMARCA2 activ,GAA850 FXN act,NPR1 activator
Cc1oc(-c2ccc(Cl)cc2)nc1CS(=O)CC(=O)NCc1ccccc1 (configuration not stated),-1.1,-0.6,0.1,-0.5,-0.2,-1,-4,1.3,-4,1.0,29
Cc1nnc(-c2cnn(-c3ccccc3)c2N)n1Cc1cccc(C(F)(F)F)c1,-1.2,0.4,-0.5,-0.6,0.6,1,5,0.7,4,-0.1,-5
O=C(CNc1cccc(S(=O)(=O)N2CCCC2)c1)Nc1ccc(C(F)(F)F)cc1,-2.3,-4.9,-2.1,-3.0,0.0,1,-32,-7.0,-4,-1.1,3
CCN1CCc2c(OCC(=O)N3CCC(C)CC3)cccc2C1=O,-1.4,0.2,0.5,-1.1,1.0,0,0,2.2,8.4*,3.3,2
O=C(CCN1CCCC1=O)NC1CCCc2c1cnn2-c1ccc(F)cc1F (configuration not stated),-0.9,-3.2,-0.5,0.1,-0.6,2,1,0.3,4,2.0,3
Cc1cc(/C=C2\C(=N)N3N=C(C(C)C)SC3=NC2=O)c(C)n1-c1ccccc1,-0.7,0.6,0.4,-1.4,-0.2,3,3,-1.6,-4,0.3,1
COCCNC(=S)N1CCOCC1,-1.4,-0.1,-1.2,-0.9,0.2,6,0,2.7,-1,0.6,-2
COC1=CC(C)C2CC3OC(=O)CC4C(C)=C(OC)C(=O)C(C2(C)C1=O)C34C (configuration not stated),-1.2,-0.3,·,-0.5,-0.4,-1,-1,1.0,-1,0.8,5
CCc1ccc(C2N3CC4([N+](=O)[O-])CN2CC([N+](=O)[O-])(C3)C4(C)C)cc1 (configuration not stated),-1.0,0.1,0.5,-1.1,-0.2,0,12,0.0,-1,-2.8,0
Cc1ccc(O)c(CNc2nc3ccccc3[nH]2)c1,-1.3,0.8,-0.7,1.9,0.1,-6,-13,5.0,3,2.5,-15
O=C(O)c1cc(-c2ccccc2)n(-c2ccc(F)cc2)n1,-0.4,0.5,2.6,-0.1,-0.2,-3,12,-2.0,-3,-1.4,1
CCN1CCN(Cc2ccc(NC(=O)c3cc(NC(=O)c4ccc5n[nH]nc5c4)cc(OC)c3)cc2C(F)(F)F)CC1,-1.1,0.9,-0.6,0.9,-0.3,3,-29,1.8,2,-0.8,1
COc1ccc(C2c3[nH]c4ccccc4c3CCN2C(=O)c2ccccc2C(C)=O)c(F)c1 (configuration not stated),-0.1,-0.5,1.3,5.0,0.9,13,-6,0.7,-1,-0.5,11
NS(=O)(=O)c1ccc(CCNC(=O)Nc2ccc(Cl)cc2)cc1,-0.7,-0.5,-0.8,-0.2,0.3,-3,-9,-0.4,0,-0.9,-2
CCOC(=O)N1CCN(C(=O)C[C@@H]2C[C@@]3(C(=O)OCC)CCCC=C3N(CCc3ccc(OC)c(OC)c3)C2=O)CC1,-1.0,0.4,·,-1.6,0.3,8,-8,0.4,-3,·,1
CC(=O)Nc1ccc(OC(F)(F)C(F)F)c(NC(C)=O)c1,-0.8,0.0,-0.6,-0.1,-1.3,-2,1,-1.1,-2,1.5,0
Cc1onc(-c2ccccc2)c1C(=O)NCCN1CCOCC1,-1.6,0.2,-0.1,1.1,-0.5,-3,4,-0.3,2,-2.1,3
Cc1ccc(Nc2nc(NCc3ccccc3)nc3ccsc23)c(C)c1,-1.7,-2.5,·,-2.7,-1.7,2,-9,-4.9,-7,-2.2,-1
CCOc1ccccc1CNc1nnnn1C,-1.3,0.2,-0.2,1.2,-0.1,0,1,2.4,3,2.1,-5
CC(C)c1ccc(S(=O)(=O)Nc2ccc(-n3cnnn3)cc2)cc1,-0.5,-1.0,-1.0,-1.3,0.2,-7,-28,-2.4,-1,1.8,1
O=C(c1ccco1)N1N=C(c2cccs2)CC1c1ccccc1O (configuration not stated),-0.8,-1.2,-0.5,0.5,-6.3,-12,-51,0.2,-1,1.4,-5
C[C@H](CO)N1C[C@H](C)[C@H](CN(C)S(=O)(=O)c2ccc(F)cc2)Oc2ncc(Br)cc2C1=O,0.9,-1.4,0.8,-2.1,0.4,-2,9,0.1,-3,1.2,-2
CCOCc1nnc(NC(=O)c2cc(OC)cc(OC)c2)s1,-1.2,-0.4,1.0,-0.2,-0.3,-1,3,-0.1,-1,0.0,-3
Cc1cnc(C(=O)Nc2nnc(SCc3c(Cl)cccc3Cl)s2)cn1,-0.9,-0.5,-0.7,-1.3,-0.1,-1,-3,0.0,-1,-1.2,1
CCOC(=O)c1sc(NC(=O)CCc2ccc(OC)cc2)nc1C,-1.0,0.4,-0.2,0.1,0.6,-4,-2,0.1,-2,-0.5,15
O=C(COc1ccc(S(=O)(=O)N2CCOCC2)cc1Cl)NCC1CCCO1 (configuration not stated),-0.9,-0.4,2.2,-0.2,0.0,-1,2,0.7,-1,0.0,4
Cc1ccc(S(=O)(=O)N2CCC(C(N)=O)CC2)cc1[N+](=O)[O-],-0.6,-0.2,0.2,1.2,-0.7,8,1,-3.0,2,0.4,0
CNS(=O)(=O)c1cccc(C(=O)OCC(=O)NCCCc2ccccc2)c1,-0.9,-0.1,-1.0,-1.3,-0.2,8,5,-0.3,-2,-0.1,1
OCCN1CCN(CC(O)COC(c2ccc(F)cc2)c2ccc(F)cc2)CC1 (configuration not stated),-0.9,-0.2,-0.1,-0.7,0.1,-3,-1,0.3,6,1.8,-2
CCN(CC)C(=O)C1=C(C)N(Cc2ccc(OC)cc2)C(=O)C(CC(=O)NCc2ccco2)C1 (configuration not stated),-1.1,-0.4,0.4,0.5,0.2,-3,-3,-0.1,-2,-0.3,-4
O=C(CSc1ncccn1)NCc1cccc(Cl)c1,-1.0,0.5,1.4,3.8,0.3,0,-3,12*,5,2.5,2
Cc1nc2c(C#N)cnn2c2c1CCN2CC1CCCO1 (configuration not stated),-1.9,0.1,0.9,-0.6,5.5,-3,-3,0.4,2,3.5,1
COc1ccc(OC)c(NC(=O)c2ccccc2N(Cc2ccccc2)C(=O)C(C)Cl)c1 (configuration not stated),-1.3,-0.7,·,-2.3,-0.1,-11,13,-0.7,-1,·,1
Cn1c(/C=C/c2ccc(Br)cc2)c([N+](=O)[O-])c(=O)n(C)c1=O,-1.9,-1.6,-2.8,-3.9,-0.6,-17,-1,-3.8,4,-1.5,-1
CC1CCC(NC(=O)CCN2C(=O)C3C4C=CC(C4)C3C2=O)CC1 (configuration not stated),-0.5,0.1,0.3,-0.6,0.5,2,-2,2.0,-1,-2.8,4
CCOC(=O)C1CCCN(CC(=O)NC2CC2)C1 (configuration not stated),-1.2,-0.2,0.4,1.5,0.2,3,1,-0.4,-2,-2.1,0
COc1ccc(/C=N/NC(=O)c2ccc(Cl)cc2)cc1Cn1cc(Cl)cn1,-1.7,-0.2,0.6,-0.4,-1.3,-2,0,2.1,-1,0.7,-6
CCCn1cc(S(=O)(=O)c2ccccc2)c(=O)c2cc(CC)ccc21,-0.7,-0.2,0.3,0.7,-0.1,-9,1,0.8,-3,2.6,-7
COc1ccc(-c2noc(CCC(=O)NCc3ccco3)n2)cc1,-0.9,0.1,0.8,-0.7,-0.2,-8,1,0.1,0,0.4,-1
CCCn1nnnc1SCC(=O)N1CCOCC1,-0.8,0.0,-0.7,-0.6,-0.2,6,2,-2.2,-4,-2.0,4
